Screening data (PubChem)
All columns: NCI-60 one-dose screen, growth in % after 48 h at 10 µM unless noted; 100 = growth as untreated, 0 = no growth, -100 = all killed.
MDA-MB-435: MDA-MB-435 melanoma | 82,000 compounds, 7.8% hits
K-562: K-562 leukemia; 78,000 compounds, 7.4% hits
BT-549: BT-549 breast cancer | 78,000 compounds, 4.4% hits | AID 1794793
MDA-MB-231: MDA-MB-231 breast cancer; 81,000 compounds, 5% hits; AID 1794789
MDA-MB-468: MDA-MB-468 breast cancer. 78,000 compounds, 8.5% hits. AID 2202374
SR: SR leukemia cells | 73,000 compounds, 8.7% hits
MOLT-4: MOLT-4 leukemia cells. 80,000 compounds, 6.9% hits. AID 1794779
MCF7: MCF7 breast cancer. 82,000 compounds, 6.3% hits. AID 1794796
Active calls of the source: *; · = not tested or not shown; & = joins results of further samples; [ ] = remark or other dose. Rule for the calls: active = growth percent below 10; inactive = the rest. No enrichment for hits; any-hit rate near 15%.

SMILES | MDA-MB-435 | K-562 | BT-549 | MDA-MB-231 | MDA-MB-468 | SR | MOLT-4 | MCF7
Cc1ccc(NC(=O)Nc2nc3ccc([N+](=O)[O-])cc3s2)cc1 | -7.5* | 11 | -9.8* | 2.8* | -16* | 20 | 17 | 2.4*
COc1ccc(-c2cc(C(=O)N=Nc3c(O)[nH]c4ccc(Br)cc34)c3ccccc3n2)cc1 | 53 | 10 | 96 | -68* | 11 | 3.4* | 4.2* | -6.5*
COC1C(C)OCOC2COCOC21 (centres undefined) | 114 | 121 | 108 | · | 95 | 116 | 102 | 93
COc1ccc(/C=C2\COc3ccc(O)c(O)c3C2=O)c(OC)c1 | 21 | 14 | 58 | 57 | 28 | 19 | 7.3* | 31
COC(=O)[C@H](Cc1cnc[nH]1)NC(=O)[C@@H](NC(=O)Nc1cc(C(F)(F)F)cc(C(F)(F)F)c1)C(C)C | -91*[100 µM] | -46*[100 µM] | -91*[100 µM] | -96*[100 µM] | -61*[100 µM] | -37*[100 µM] | -46*[100 µM] | -53*[100 µM]
CCOC(=O)Nc1cc(-c2cccnc2)cc2c(C(C)=O)c(C)[nH]c12 | 98 | 94 | 106 | 102 | 114 | 96 | 98 | 87
O=C1Nc2ccc(Br)cc2/C1=N/N=C/c1ccccc1F | 93 | 72 | 92 | 89 | 93 | 52 | 74 | 55
COc1cccc2c(OC)cccc12 | 104 | 119 | 88 | 96 | 114 | 115 | 111 | 95
COc1cc(CCn2nnc3c(Nc4ccc(N5CCCCC5)cc4)ncnc32)cc(OC)c1 | 55 | 49 | 69 | 81 | 54 | 61 | 55 | 77
O=S(=O)(Oc1ccc(/C=N/NC(=S)Nc2ccccc2)cc1)C(F)(F)C(F)(F)C(F)(F)C(F)(F)C(F)(F)C(F)(F)F | 107 | 102 | 110 | 96 | 111 | 115 | 107 | 94
CC(=O)c1ccc(NC(=O)CSc2nnc(-c3ccc(-c4nc5ccc(C)cc5[nH]4)cc3)o2)cc1 | 85 | 87 | 85 | 89 | 105 | 64 | 96 | 69
Oc1ccc2c(O)cccc2c1 | 112 | 105 | 113 | 95 | 114 | 94 | 66 | 87
Cc1cc(NC(=O)CSCC(=O)O)no1 | 105 | 117 | 99 | · | 114 | · | 103 | 92
O=C1c2ccccc2NC(n2sc3ccccc3c2=O)N1c1ccccc1 (centres undefined) | 111 | 96 | 104 | 91 | 106 | 87 | 99 | 94
O=C(CCOCCOCCNC(=O)COc1ccc2c(c1)OCC(c1ccc(F)cc1)C2=O)NCCCC(O)(P(=O)(O)O)P(=O)(O)O (centres undefined) | 100 | 98 | 102 | 102 | 105 | · | 101 | 96
COc1ccc(NC2=C(Cl)C(=O)c3nc(C)ccc3C2=O)cc1OC | -67* | 7.2* | 126 | 73 | 58 | 0.9* | 70 | 59
Brc1ccc(-c2nc(Br)cn3ccnc23)cc1 | 109 | 103 | 67 | 72 | 99 | 86 | 87 | 70
Cc1nn(-c2nc3ccccc3[nH]2)c2c1C(c1ccc(OCC(N)=O)cc1)CC(=O)N2 (centres undefined) | 99 | · | 105 | 103 | 108 | 117 | -20* | 96
COc1ccc(Cl)cc1/C=C/C(=O)/C=C(/C=C/c1cc(Cl)ccc1OC)OB(F)F | 101 | 99 | 103 | 99 | 100 | 88 | 97 | 92
CCN(CC)CCn1cc(CN)nn1 | 110 | · | 110 | 109 | 104 | 88 | 94 | 99
CCC(C)C1NC(=O)C(NC(=O)c2c3nc4c(C(=O)NC5C(=O)NC(C(C)CC)C(=O)N6CCCC6C(=O)N(C)CC(=O)N(C)C(C(C)C)C(=O)OC5C)ccc(C)c4oc-3c(C)c(=O)c2N)C(C)OC(=O)C(C(C)C)N(C)C(=O)CN(C)C(=O)C2CCCN2C1=O (centres undefined) | -91* | 1.1* | -42* | -13* | · | 5.3* | -0.5* | -26*
COc1cc(CO)cc2cc3ccccc3nc12 | 104 | 91 | 102 | 101 | 41 | 96 | 99 | 80
Nc1ccc(C(=O)Nc2cccc(Cn3c(=O)[nH]c4ccc(Oc5ncccn5)cc4c3=O)c2)cc1 | 109 | 77 | 86 | 80 | 83 | · | 82 | 80
COc1cc(C)cc(-c2nn(CC(N)=O)cc2-c2ccnc(Oc3ccccn3)n2)c1 | 98 | 109 | 102 | 104 | 93 | 109 | 116 | 99
CCOC(=O)C(C(=O)OCC)=C(C)C | 104 | 97 | 96 | 103 | 98 | 101 | 96 | 98
Additional compounds.
SMILES | MDA-MB-435 | K-562 | BT-549 | MDA-MB-231 | MDA-MB-468 | SR | MOLT-4 | MCF7
CC(C)(C)CC(C)(C)N(CSc1ccc(Cl)cc1)CSc1ccc(Cl)cc1 | 46 | 35 | -52* | 1.0* | 64 | -33* | -35* | 31
CN(C)CCOc1ccc(C(=O)C(=O)N2CCOCC2)cc1 | 105 | 107 | 107 | 101 | 103 | 103 | 99 | 99
CC(=O)O[C@@H]1C[C@]2(C)[C@H]3[C@H](O)C[C@@H]4C5=CC(C)(C)CC[C@]5(C)CC[C@@]4(C)[C@]3(C)CC[C@H]2C(C)(C)[C@H]1O | 100 | 108 | 102 | 113 | 116 | 87 | 87 | ·
OCC1OC(n2cnc3cncnc32)C(O)C1O (centres undefined) | 98 | 112 | 97 | 94 | 99 | 93 | 93 | 87
O=S(=O)(Oc1ccc(Cl)cc1)c1cccc2cccnc12 | 108 | · | 167 | 115 | 75 | · | 101 | 109
CCCCC1C(=O)N(c2ccccc2)N(c2ccc(O)cc2)C1=O (centres undefined) | 102&105 | 93&80 | 98&96 | 102&108 | 107&91 | 54 | 91&102 | 110&98
O=C1NC(CO)C(=O)NC1CO (centres undefined) | 102 | 96 | 104 | 107 | 98 | · | 93 | 106
COc1cc2nc(Cl)nc(Nc3cccc(C(=O)/C=C/c4ccc(Cl)cc4)c3)c2cc1OC | 70 | 11 | 67 | 74 | 64 | 10 | 34 | 20
O=C(CSc1nc2ccccc2c(=O)n1-c1ccccc1)Nc1ccc(S(=O)(=O)NC(=O)Nc2ccccc2)cc1 | 99 | 121 | 93 | 72 | 94 | 109 | 103 | 91
COc1ccc2sc(C(=O)NCc3cccc(F)c3)cc2c1 | 84 | 84 | 85 | 111 | 77 | 83 | 89 | 93
CCNC(=O)Oc1ccc(/C(=C(/C)c2ccc(Cl)cc2)c2ccc(OCCN(C)C)cc2)cc1 | 92 | 12 | 77 | 80 | 67 | 42 | 50 | 18
Cc1cc2nc3ccc(=[N+](C)C)cc-3sc2cc1N | -41* | 7.3* | 50&49 | -10* | -41* | -4.1* | -20* | -29*
O=C1CSC(=Nc2ccccc2F)N1c1ccccc1F | 98 | 104 | 97 | 110 | 104 | 90 | 85 | 91
Cc1ccc(C)c(/C=C2\CN(C(=O)OC(C)(C)C)C/C(=C\c3cc(C)ccc3C)C2=O)c1 | -9.2* | 7.1* | 86 | 92 | 57 | 0.1* | 7.4* | 23
NOCc1ccc(CON)cc1 | 94 | 84 | 108 | 110 | 94 | 80 | 100 | 102
Cc1cc(N=NC(N)=S)c2ccccc2c1O | 104 | 79 | 88 | 67 | 80 | · | 91 | 83
Cc1cc2c(c(C)c1Cl)C(=O)/C(=C/c1ccccc1)O2 | 103 | 101 | 99 | 80 | 74 | 93 | 98 | 27
CN(C)CC/C=C1\c2ccccc2CN(C)c2ccccc21 | 103 | 91 | 113 | 93 | 93 | 82 | 86 | 98
CCOc1cc2ncc(C#N)c(Nc3ccc(OCc4cccc(F)c4)c(Cl)c3)c2cc1NC(=O)CC1CCSS1 (centres undefined) | -26* | 11 | 45 | 14 | -5.1* | -9.6* | -25* | 2.9*
CC1(C)C2CC=C(/C=N\N=C\C3=CCC4CC3C4(C)C)C1C2 | 106 | 92 | 109 | 105 | 99 | 86 | 115 | 96
CC/C(=C(\c1ccc(OCCN2CCCCCC2)cc1)c1ccc(OC(=O)C2CCCCC2)cc1)c1ccc(OC)cc1 | 97 | 53 | 124 | 107 | 90 | 29 | 88 | 42
CCOC(=O)C[n+]1ccc(C(=O)c2cc3ccccc3[nH]2)cc1 | 95 | 94 | 106 | 114 | · | 74 | 95 | 92
CN1C(=O)/C(=C/c2cccs2)c2ccccc21 | 99 | 98 | 101 | 85 | 63 | 103 | 99 | 66
Cc1cc(C)cc(C(=O)c2cc(Cl)ccc2OCCn2c(=O)ccn(CCOc3ccc(C#N)cc3)c2=O)c1 | 59 | 57 | 77 | 58 | 34 | 62 | 39 | 52
CCOC(=O)C1C(=O)C(=O)N(C2CCCCC2)C1C(=O)OCC (centres undefined) | · | 108 | 106 | 105 | 100 | 105 | 104 | 98
(more compounds)
SMILES | MDA-MB-435 | K-562 | BT-549 | MDA-MB-231 | MDA-MB-468 | SR | MOLT-4 | MCF7
N#Cc1cn(-c2ccc(Cl)cc2Cl)c(C(=O)c2ccccc2)c1N | 100 | 96 | 106 | 110 | 92 | 92 | 104 | 99
O=c1c2ccccc2c(Br)c(Br)c2ccccc12 | 78 | 53 | 82 | 115 | 8.1* | 64 | 54 | 101
CCOC(=O)C1=C(C)NC(SCc2nnc(-c3ccc(Cl)cc3)o2)=NC1c1cccc(Cl)c1 (centres undefined) | 96 | 73 | 53 | 81 | 92 | 84 | 55 | 68
COc1ccc2nc(C)cc(SCc3nccc(OCC(F)(F)F)c3C)c2c1 | 87 | 42 | 70 | 85 | 39 | 14 | 10 | 63
CC1(C)CC(=O)C2=C(C1)N(c1ccc(F)cc1F)C(N)=C(C#N)C2c1cccc(Br)c1 (centres undefined) | 102 | 90 | 100 | 90 | 109 | · | 97 | 94
CC(=O)OCC(C)O (centres undefined) | 97 | 94 | 103 | 110 | 116 | · | 106 | 95
COc1ccc(P(c2ccc(OC)cc2)c2ccc(OC)cc2)cc1 | 105 | 84 | 101 | 108 | 62 | 90 | 99 | 97
Cc1ccc(-c2n[nH]c(=O)c3c2sc2ncc(-c4ccc(C)cc4)n23)cc1 | 109 | 102 | 105 | 95 | 101 | 97 | 82 | 97
CCN(CC)c1cccc(OC(=O)Nc2cccc(Cl)c2Cl)c1 | 107 | 101 | 107 | 79 | 97 | 98 | · | 83
O=C(O)/C=C\C(=O)Nc1ccccc1 | 99 | 77 | 96 | 105 | · | · | 89 | 96
O=C(O)c1ccc(-n2cc(/C=N/Nc3ccc(Cl)cc3)c(-c3ccc(O)cc3)n2)cc1 | 83 | 21 | 103 | 64 | 95 | 75 | 56 | 84
COC(=O)Nc1nnc(COc2ccc(C3CCCCC3)cc2)s1 | 88 | 51 | 90 | 97 | 86 | 82 | 76 | 88
Cn1c(=O)c(C#N)c(-c2ccco2)n2c(SCc3ccccc3)nnc12 | 102 | 138 | 103 | 101 | · | 91 | 113 | 76
NC1=C(/C(N)=N/O)C(c2ccccc2Cl)c2ccc3ccccc3c2O1 (centres undefined) | 45 | 53 | 97 | 94 | 102 | · | 95 | 97
Cc1ccc(N2C(=O)C(=S)N(c3ccc(C)cc3)C2=O)cc1 | 101 | 90 | 104 | 95 | 101 | 81 | 94 | 84
NC(=N\N=C/c1ccco1)/C(N)=N\N=C/c1ccco1 | 110 | 95 | 108 | 102 | 105 | 77 | 81 | 80
CSc1nc2c(c(=O)[nH]1)C(c1ccc(Br)cc1)C1=C(N2)/C(=C/c2ccc(Br)cc2)CN(C)C1 (centres undefined) | 68 | 44 | 103 | 81 | 66 | 74 | 40 | 58
Oc1ccc(N=Nc2ccc(Br)cc2)c(O)c1 | -49* | 6.2* | 46 | 42 | 15 | -8.8* | 21 | 16
CCN(CC)CCCC(C#N)c1ccccc1 (centres undefined) | 104 | 105 | 111 | 97 | 89 | 103 | 113 | 93
C/C(=N\NC(=O)Cn1c(-c2ccc(S(C)(=O)=O)cc2)nc2ccccc21)c1ccc(Cl)cc1 | 97 | 81 | 85 | 90 | 98 | 88 | 80 | 83
COC(=O)c1ccc(CSc2ccccc2NC(=S)Nc2cccc(C(F)(F)F)c2)o1 | 99 | 77 | 105 | 89 | 98 | 78 | 78 | 86
COc1ccc(-c2cc(=O)c3ccc4ccccc4c3o2)cc1 | 115 | 99 | 92 | 84 | 112 | 85 | 101 | 109
O=C(Nc1nc2c(Cl)cccc2s1)C(Cl)(Cl)Cl | 98 | 102 | 112 | 92 | 101 | 102 | 104 | 87
O=C(COc1ccc(NC(=O)Nc2ccc(Cl)cc2)cc1)N/N=C/c1ccccc1O | 108 | 103 | 98 | · | 98 | 72 | 92 | 95

Filtered by structure, the compounds so far with bromine.
SMILES | MDA-MB-435 | K-562 | BT-549 | MDA-MB-231 | MDA-MB-468 | SR | MOLT-4 | MCF7
COc1ccc(-c2cc(C(=O)N=Nc3c(O)[nH]c4ccc(Br)cc34)c3ccccc3n2)cc1 | 53 | 10 | 96 | -68* | 11 | 3.4* | 4.2* | -6.5*
O=C1Nc2ccc(Br)cc2/C1=N/N=C/c1ccccc1F | 93 | 72 | 92 | 89 | 93 | 52 | 74 | 55
Brc1ccc(-c2nc(Br)cn3ccnc23)cc1 | 109 | 103 | 67 | 72 | 99 | 86 | 87 | 70
O=c1c2ccccc2c(Br)c(Br)c2ccccc12 | 78 | 53 | 82 | 115 | 8.1* | 64 | 54 | 101
CC1(C)CC(=O)C2=C(C1)N(c1ccc(F)cc1F)C(N)=C(C#N)C2c1cccc(Br)c1 (centres undefined) | 102 | 90 | 100 | 90 | 109 | · | 97 | 94
CSc1nc2c(c(=O)[nH]1)C(c1ccc(Br)cc1)C1=C(N2)/C(=C/c2ccc(Br)cc2)CN(C)C1 (centres undefined) | 68 | 44 | 103 | 81 | 66 | 74 | 40 | 58
Oc1ccc(N=Nc2ccc(Br)cc2)c(O)c1 | -49* | 6.2* | 46 | 42 | 15 | -8.8* | 21 | 16
